Screens from PubChem.
KOR beta-arrestin-1: KOR antagonists, beta-arrestin recruitment, cell-based, luminescence, uHTS (AID 1778) | 0.091% of 290,000 active | KOR beta-arrestin recruitment, luminescence, antagonist mode; higher % means a stronger effect | Kappa-type opioid receptor (Homo sapiens) | inhibition, % at 10 µM; hits with a dose series show IC50 in µM; also: strong numbers were not always called active
NOD1 inhibition: NOD1 signaling inhibitors, primary screen, cell-based, luminescence, uHTS (AID 1578); NOD1-driven NF-kB luciferase reporter cells, luminescence; higher % means a stronger effect; inhibition, % at 4 µM, or EC50 in µM where a hit was titrated; 1% of 290,000 active; in the data active = inhibition mostly above about 36%, no sharp cut-off; inactive = mostly below about 34%;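 also: HEK-293T reporter cells stimulated with the NOD1 agonist gamma-tri-DAP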
HEK293 NOD2/NF-kB: NOD2 signaling inhibitors, cell-based, luminescence, uHTS, HEK293 (AID 1566) | HEK293 NOD2/NF-kB luciferase reporter, luminescence; higher % means a stronger effect | one-dose inhibition, % at 4 µM; EC50 in µM for titrated hits | 0.63% of 290,000 active; also: many of its hits are not listed in these tables
GPR35 antagonists: GPR35 antagonists blocking zaprinast-driven arrestin recruitment, primary screen, imaging, U2OS, beta-arrestin-GFP, zaprinast agonist (AID 2058) | G-protein coupled receptor 35 (Homo sapiens) | U2OS GPR35 beta-arrestin-GFP translocation imaging, zaprinast antagonism; higher % means a stronger effect | inhibition, % at 10 µM, or IC50 in µM where a hit was titrated | 0.052% of 290,000 active;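 active = inhibition of at least 50% with at least 30 cells and total cytoplasm GFP at most 10,000,000; inconclusive = under 30 cells or total GFP of 10,000,000 plus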
GPR55 LPI antagonism: GPR55 antagonists blocking LPI-driven arrestin recruitment, primary screen, imaging, U2OS, beta-arrestin-GFP, LPI agonist (AID 2013); 0.13% of 290,000 active; one-dose inhibition, % at 10 µM; IC50 in µM for titrated hits; G-protein coupled receptor 55 (Homo sapiens); U2OS GPR55 beta-arrestin-GFP translocation imaging, LPI antagonism; higher % means a stronger effect;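 active = spots per cell inhibited over 60%, with over 100 cells counted and total cytoplasm intensity under 500,000; inconclusive = wells with under 100 cells, flagged as likely toxic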;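 also: U2OS cells stably carrying GPR55 and arrestin-GFP stimulated by 5 µM LPI near EC80; imaged beta-arrestin-GFP aggregate spots per cell after agonist stimulation; plate controls were LPI-stimulated DMSO wells for no effect and DMSO wells without LPI for full effect; some results filed as inactive read as strong as hits; confirmed hits need IC50 under 10 µM and bright autofluorescent wells are also inconclusive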
GPR55 activation: GPR55 agonists via beta-arrestin recruitment, primary screen, imaging, U2OS cells, beta-arrestin-GFP redistribution (AID 1961); G-protein coupled receptor 55 (Homo sapiens); U2OS GPR55 beta-arrestin-GFP redistribution imaging; higher % means a stronger effect; activation, % at 10 µM; hits with a dose series show EC50 in µM; 0.048% of 290,000 active;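 active = activation above 40% with more than 50 cells counted in the well; inconclusive = wells holding fewer than 50 cells, flagged as toxic or sparse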;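 also: U2OS osteosarcoma cells stably expressing GPR55 and beta-arrestin-GFP; plate controls were DMSO negative control for no effect and LPI positive control for full effect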
Myeloid diff 2: induction of myeloid progenitor differentiation, primary screen, cell-based, flow cytometry, MLPCN library; ER-HoxA9 myeloid progenitors, lysozyme-GFP differentiation; calls only at 10 µM; 1% of 360,000 active;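 active = normalized GFP-positive differentiation at or above the plate's own cutoff, the solvent-only control mean plus 3 SD; inconclusive = no clear call, values can overlap the other calls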;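 also: cells exposed to compound for four days before flow analysis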
KOR beta-arrestin-2: KOR agonists, beta-arrestin recruitment, primary screen, cell-based, luminescence, uHTS (AID 1777); Kappa-type opioid receptor (Homo sapiens); KOR beta-arrestin recruitment, luminescence; higher % means a stronger effect; one-dose activation, % at 10 µM; EC50 in µM for titrated hits; 0.02% of 280,000 active; in the data active = activation above about 50%, passing the limit was not always enough; also: a part of the inactive calls stands beside numbers as strong as those of hits
HIV peptide binding: inhibitors of HIV fusion peptide binding, primary screen, biochemical, uHTS, fluorescence dequenching (AID 1986). cell-free peptide binding, fluorescence dequenching, 30 min; higher % means a stronger effect. inhibition, % at 20 µM; hits with a dose series show IC50 in µM. 0.3% of 290,000 active; in the data active = inhibition mostly above about 52%, no sharp cut-off; inactive = mostly below about 76%; also: some results filed as inactive read as strong as hits
Myeloid diff 2 GFP+ MAC1+ %: also measured in Myeloid diff 2; calls as there; GFP+ MAC1+ double positive, %; measured here: differentiation confirmed by MAC1 staining
* marks the source's active call; other numbers are inactive results; i = inactive; ? = inconclusive; · = no result given; [ ] = dose if it differs, or a comment. Rule as the data show it, unless noted: active = inhibition above about 50%; inactive = the rest.

SMILES | KOR beta-arrestin-1 | NOD1 inhibition | HEK293 NOD2/NF-kB | GPR35 antagonists | GPR55 LPI antagonism | GPR55 activation | Myeloid diff 2 | Myeloid diff 2 GFP+ MAC1+ % | KOR beta-arrestin-2 | HIV peptide binding
O=C(Nc1ccc(Br)cc1)c1ccc(CSC2=NCCS2)cc1 | -10% | · | -21% | 10% | -4% | -0.1% | i | 0.3 | 0.2% | -3.1%
O=C(NCCCN1CCOCC1)C1COc2ccccc2O1 (stereo unspecified) | -18% | 4% | 6% | -4% | 11% | -0.1% | i | 0.7 | 5.6% | -0.4%
O=C(O)c1ccc(OCc2cn3ccccc3n2)cc1 | 0% | -5% | -7% | -3% | -2% | -1.9% | i | 0.7 | · | -1.4%
COc1cccc(/C=C(\CC(=O)O)c2nc3ccccc3s2)c1 | -37% | -38% | -3% | 5% | -4% | -0.3% | i | 0.8 | -0.4% | 3.6%
Cc1cc(N/C(=N\S(=O)(=O)c2ccc(F)cc2F)c2ccccc2)no1 | -6% | -14% | 4% | -8% | 8% | 0.0% | i | 7.6 | 3.0% | 2.9%
CC(=O)Oc1oc(-c2ccccc2)nc1C=Nc1ccccc1 | 20% | -43% | -2% | 16% | -5% | -0.1% | i | 1.1 | -1.2% | 6.5%
OCCCNCc1ccc(-c2ccccc2)cc1 | -75%[20 µM] | -15% | 2% | -6% | -12% | 0.2% | i | 0.5 | -1.7% | -0.5%
COCCNC(=O)c1c[nH]c2ccc(S(=O)(=O)N(C)c3ccc(C)c(C)c3)cc2c1=O | 9% | 10% | 21% | -6% | -5% | 0.4% | i | 0.4 | -19% | -1.2%
CC(=O)O[C@H]1[C@H](C)OC=C[C@@H]1OC(C)=O | -12%[20 µM] | -9% | 12% | -12% | 5% | -0.1% | i | 0.4 | 0.2% | -1.1%
CCC(C)NC(=O)C1CCN(S(=O)(=O)N2CCC3(CC2)OCCO3)CC1 (stereo unspecified) | 5% | -14% | 18% | 6% | 10% | 0.6% | i | 0.0 | -4.9% | -0.9%
COc1cccc2sc(N(CCCN(C)C)C(=O)COc3ccc(Cl)cc3)nc12 | -63% | -26% | 12% | -1% | 9% | 1.1% | i | 0.3 | -1.1% | -1.5%
N#CCCSCc1ccc(OCC(=O)O)cc1 | -35% | 25% | -9% | -4% | -4% | -0.2% | i | 0.3 | 1.5% | 0.0%
CC(=O)NC(Cc1ccc(F)cc1)C(=O)NC1CCN(S(=O)(=O)c2ccccc2)CC1 (stereo unspecified) | -3% | 6% | 25% | 2% | 8% | -0.2% | i | 0.4 | -4.3% | -1.0%
CC(C)(C)C1CCC(OCC(O)CN2CCN(c3ccccc3)CC2)CC1 (stereo unspecified) | -32% | · | 6% | 25% | -8% | -0.3% | i | 0.3 | 0.9% | -1.8%
O=C(CC1C(=O)NCCN1Cc1ccc(-c2ccccc2)cc1)NCc1ccccc1 (stereo unspecified) | 1% | 28% | -20% | 13% | 5% | -0.1% | i | 0.2 | -4.6% | -0.2%
Cc1ccc(NC(=O)C2CCCN(S(=O)(=O)c3c(C)noc3C)C2)nc1 (stereo unspecified) | 23% | -12% | 8% | 16% | 13% | 0.0% | i | 0.3 | -5.4% | -1.4%
O=C(CSc1nnnn1-c1ccccc1)CC(=O)Nc1ccc(Cl)cc1 | -23% | 73%* | 3% | -4% | -4% | -0.1% | i | 0.7 | 3.9% | 3.0%
O=C(O)c1cccc(NC(=O)c2cc(S(=O)(=O)N3CCOCC3)cs2)c1 | -30%[20 µM] | -38% | 13% | 1% | 8% | -0.1% | i | 0.3 | · | 1.2%
Cc1cccc(C)c1OCC(=O)Nc1ccc2c(c1)C(=O)NC2=O | -15% | -39% | 4% | 9% | -7% | 0.7% | i | 2.8 | 0.2% | -0.4%
COc1ccc2c(c1)CC/C(=C\C=C\c1ccccc1OC)C2=O | 22% | -21% | -21% | -7% | 0% | -0.1% | i | 0.7 | -6.1% | 8.3%
O=C1NCC(c2ccccc2)C1C(=O)N/N=C\c1ccc(-c2cccc(Cl)c2Cl)o1 (stereo unspecified) | 15% | -2% | -18% | -12% | -1% | -0.1% | i | 1.1 | 5.8% | -3.0%
CCc1ccc(-c2n[nH]c(=O)c3ccccc23)cc1 | 26% | 0% | 43% | -6% | 2% | 0.9% | i | 0.2 | -2.8% | 6.1%
CCCCSc1nnc(CCC)n1N | 1% | -35% | 2% | 11% | -6% | 0.9% | i | 1.0 | 8.0% | 1.4%
COCCNC(=O)CCC1CCN(Cc2ccc(-c3ccccc3)cc2)CC1 | 4% | -20% | 2% | -4% | 5% | 0.3% | i | 0.4 | 2.8% | 1.7%
CCc1ccccc1NC1=NCC(=O)N1Cc1ccc(OC)cc1 | 17% | -8% | 11% | 19% | 14% | -0.2% | i | 1.0 | 6.8% | 0.8%
O=C(CS(=O)CC(=O)Nc1cccnc1)Nc1ccc(F)cc1 (stereo unspecified) | -10% | -24% | 4% | 6% | 4% | 0.2% | i | 0.8 | -1.5% | -1.5%
COC(=O)C1CN(C(=O)c2cccc(OC(F)F)c2)c2ccccc2O1 (stereo unspecified) | 5% | -4% | 10% | 15% | 2% | 1.0% | i | 1.1 | -3.0% | -3.4%
O=C(O)c1ccc2c(c1)N(Cc1ccccc1F)C(=O)c1ccccc1S2=O (stereo unspecified) | -14% | -24% | 10% | 10% | -9% | 1.1% | i | 1.6 | 0.7% | 2.9%
CC1=NN(C(=O)Cc2ccccc2)C(O)(c2cccnc2)C1 (stereo unspecified) | -28% | 8% | 16% | -13% | -12% | -0.2% | i | 1.0 | -2.9% | -0.9%
COc1ccc(N/N=C(\C#N)C(=N)N2CCOCC2)cc1 | 18% | -36% | -12% | 7% | 7% | 0.4% | i | 0.5 | -4.3% | -2.4%
COc1cc(NC(=O)c2cccs2)c(C(=O)OCC(=O)NCc2ccccc2)cc1OC | -23% | -30% | 1% | 13% | 14% | 0.4% | i | 1.0 | 87% | -1.2%
Cc1onc(-c2ccccc2)c1C(=O)Nc1ccc2c(c1)OCO2 | -24% | 2% | -6% | 4% | -5% | 0.3% | i | 6.3 | 27% | -2.1%
O=C(NCCS(=O)(=O)c1ccc(Br)cc1)c1ccc(Cl)cc1Cl | -20% | -20% | -4% | 4% | 11% | -0.1% | i | 0.0 | 4.8% | 2.8%
CC(=O)N1c2ccc(S(=O)(=O)NCCC(=O)Nc3cccc(Cl)c3)cc2CC1C (stereo unspecified) | -30% | 20% | 7% | 8% | -24% | -0.3% | ? | · | 9.1% | 1.1%
O=C(c1cc(COc2ccc(F)cc2F)on1)N1CCCC(c2ccccc2)C1 (stereo unspecified) | -13%[20 µM] | -19% | -10% | 4% | 9% | 0.6% | i | 0.1 | · | 0.9%
Cc1ccc(C)c(N2CCN(S(=O)(=O)c3ccc4c(c3)CCC(=O)N4)CC2)c1 | -39% | 7% | 3% | 18% | -3% | -0.1% | · | · | 3.2% | 1.6%
O=C(Nc1nccs1)C1CCCN(S(=O)(=O)c2cccnc2)C1 (stereo unspecified) | -24% | 12% | 3% | -4% | -8% | 0.3% | i | 2.3 | 0.3% | -0.9%
FC(F)(F)c1ccccc1NC(=S)N/N=C1\CC2CC=CC12 (stereo unspecified) | -8% | -28% | 14% | 2% | -3% | 1.2% | i | 0.8 | -1.0% | -0.2%
CCN(CC)S(=O)(=O)c1cccc(NC(=O)COC(=O)/C=C/c2ccco2)c1 | -37% | 0% | -2% | 7% | -7% | -0.4% | i | 0.4 | 4.1% | 23%
O=C(CSc1nnc(SCc2cccc3ccccc23)s1)N=Nc1c(O)[nH]c2ccccc12 | 9% | -40% | -17% | 4% | 19% | -0.1% | · | · | -2.4% | -3.3%
COCCN(Cc1cc2cccc(C)c2[nH]c1=O)C(=O)c1ccccc1 | 17% | · | 10% | 3% | 14% | -0.1% | i | 1.0 | -1.0% | 1.0%
CCN1CCN(c2nc(C)c3c(n2)CC(C)CC3=O)CC1 (stereo unspecified) | 2%[20 µM] | -4% | -233% | 7% | -8% | -0.1% | i | 1.3 | · | 0.4%
Cc1ccc(C(=O)NN2C(=O)CSC2=S)cc1 | 2% | -14% | 8% | -12% | 11% | -0.2% | i | 0.2 | -1.4% | 15%
O=C(O)c1csc(-n2nc(-c3ccccc3)cc2C(F)(F)F)n1 | -34%[20 µM] | -33% | 7% | 10% | -4% | 0.3% | i | 0.3 | -1.1% | 7.9%
O=C(Cn1nnc2c(cnn2-c2ccc(F)cc2)c1=O)c1ccccc1F | 19% | -22% | 4% | -13% | 12% | 0.1% | i | 0.8 | -1.0% | -0.9%

Next section, starting with the last 2 of the part before.
SMILES | KOR beta-arrestin-1 | NOD1 inhibition | HEK293 NOD2/NF-kB | GPR35 antagonists | GPR55 LPI antagonism | GPR55 activation | Myeloid diff 2 | Myeloid diff 2 GFP+ MAC1+ % | KOR beta-arrestin-2 | HIV peptide binding
O=C(O)c1csc(-n2nc(-c3ccccc3)cc2C(F)(F)F)n1 | -34%[20 µM] | -33% | 7% | 10% | -4% | 0.3% | i | 0.3 | -1.1% | 7.9%
O=C(Cn1nnc2c(cnn2-c2ccc(F)cc2)c1=O)c1ccccc1F | 19% | -22% | 4% | -13% | 12% | 0.1% | i | 0.8 | -1.0% | -0.9%
Cc1ccc(S(=O)(=O)Nc2ccc(O)c(S(=O)(=O)c3ccc(C)cc3)c2)cc1 | -14% | -19% | 0% | -15% | 6% | 0.0% | i | 0.7 | -0.1% | -0.5%
CCN(CC)c1ccc(/C=N/n2c(C)nc3ccccc3c2=O)cc1 | 12% | 11% | 29% | -4% | -7% | -0.1% | i | 0.6 | -4.8% | -0.4%
COc1ccc(-c2noc(Cc3ccccc3OC)n2)cc1 | 2% | -31% | -30% | -3% | 6% | -0.2% | i | 0.9 | -5.5% | -1.1%
Cc1cc(C)cc(N(C(=O)CNC(=O)c2ccco2)C(C(=O)NC2CCCC2)c2cccnc2)c1 (stereo unspecified) | -3% | -27% | -5% | 2% | -6% | -0.3% | i | 0.7 | -1.2% | -1.8%
O=C(CSc1nnc(CNc2ccc(F)cc2)o1)OC1CCCCC1 | -26% | -19% | 1% | -3% | 6% | -0.1% | i | 0.7 | 2.6% | -2.1%
CCOC(=O)C1(Cc2cccc(OC)c2)CCCN(Cc2cc(OC)c(O)c(OC)c2)C1 (stereo unspecified) | -11%[20 µM] | 0% | -9% | -11% | -4% | -0.2% | i | 0.2 | 3.7% | -1.2%
CCOC(=O)NN1C(=O)c2ccccc2NC1c1cccc(O)c1 (stereo unspecified) | 5% | -17% | 4% | 8% | 2% | 0.2% | i | 0.3 | 3.4% | 2.4%

The list is partial; count on the stated rates, not on these rows.
